Compound activity as filed in PubChem BioAssay.
PV pol inh – poliovirus RNA polymerase inhibition; P03300; poliovirus polymerase elongation, fluorescence polarization; active compounds read low; % elongation, % (compound at 16.7 µg/mL); hit rate 0.66% among 150,000; in the data active = % elongation below about 90%; note: some results filed as inactive read as strong as hits
Target sequence (P03300 1749-2209 limits assumed): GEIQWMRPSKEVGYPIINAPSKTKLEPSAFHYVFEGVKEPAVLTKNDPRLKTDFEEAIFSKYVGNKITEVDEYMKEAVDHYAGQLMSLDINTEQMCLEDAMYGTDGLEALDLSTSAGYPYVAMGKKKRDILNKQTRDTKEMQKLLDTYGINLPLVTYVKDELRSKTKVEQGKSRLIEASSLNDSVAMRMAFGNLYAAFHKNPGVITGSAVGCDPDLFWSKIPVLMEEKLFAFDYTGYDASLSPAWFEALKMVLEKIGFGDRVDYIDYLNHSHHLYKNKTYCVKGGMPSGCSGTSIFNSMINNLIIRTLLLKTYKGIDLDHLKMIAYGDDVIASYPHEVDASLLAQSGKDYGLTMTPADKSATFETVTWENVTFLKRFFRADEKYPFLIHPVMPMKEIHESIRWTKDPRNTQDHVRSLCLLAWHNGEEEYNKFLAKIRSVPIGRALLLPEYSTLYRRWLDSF
PV pol inh FP z-score – second read-out of PV pol inh, no call of its own (marks repeat the call); z-score; measured here: FP z-score; hits read low
An asterisk follows results filed as active.

structure	PV pol inh	PV pol inh FP z-score
CCc1ccc(NC(=O)C(Cc2ccccc2)NS(=O)(=O)c2ccc3c(c2)c(=O)n(C)c(=O)n3C)cc1 (configuration not stated)	105	0.2
CCOc1ccc2c(c1)C1C=CCC1C(c1ccc(C(=O)OC)cc1)N2 (configuration not stated)	103	-0.2
Cc1ccc(NC(=O)Cn2c(=O)n(Cc3ccco3)c(=O)c3ccc(C(=O)NC4CCCC4)cc32)c(C)c1	106	0.4
O=C(c1cc(S(=O)(=O)N2CCCC2=O)c(Cl)cc1Cl)N1CCCCC1	102	0.2
CCOC(=O)N1CCN(C(=S)NC(=O)c2ccc(F)cc2)CC1	103	0.1
CCc1c(C)c2ccc(O)c(CN(C)C)c2oc1=O	98	-1.1
CCCCn1c(=O)c2oc3ccccc3c2n(CC(=O)Nc2cccc(OC)c2)c1=O	104	1.1
CCc1ccccc1NC(=O)c1cc(S(=O)(=O)N(CC)c2ccccc2)ccc1F	112	0.8
S=C(NCc1ccccc1)NC(Cc1ccccc1)c1ccccc1 (configuration not stated)	105	0.5
Cc1cccc(NC(=O)CSc2nc(-c3cccc(C)c3)nc3c2Cc2c(CO)cnc(C)c2O3)c1	114	1.6
O=C(Nc1sc2c(c1C(=O)NCc1ccco1)CCC2)c1cccs1	101	-0.6
C=CCn1c(SCC(=O)Nc2cc(OC)c(NC(=O)c3ccco3)cc2OC)nnc1-c1ccncc1	105	1.1
Cc1cccc(N2C(=O)N(Cc3ccc(C(C)(C)C)cc3)c3ccccc3S2(=O)=O)c1	106	-0.3
COc1ccc(C(=O)OC2CCCCC2=O)cc1OC (configuration not stated)	99	-0.7
O=S(=O)(c1ccccc1)c1nc(-c2ccc(Cl)cc2Cl)oc1N1CCCCC1	109	0.4
CC(C)CNC(=O)c1ccc2snnc2c1	101	-0.4
O=C1NC(c2cccnc2)Nc2ccccc21 (configuration not stated)	103	0.1
O=c1[nH]cnc2nn(-c3ccccc3)nc12	101	-0.2
CC(C)(CNS(=O)(=O)c1ccc2ccccc2c1)N1CCOCC1	102	0
Nc1cc(N)nc(Sc2ncnc3ccccc23)n1	101	-0.4
NC(=O)Cn1c(=O)n(Cc2ccco2)c(=O)c2ccccc21	103	0.5
Cc1cc(N(C(=O)c2cnccn2)C(C(=O)NCc2ccccc2)c2cccs2)ccc1-n1cnnn1 (configuration not stated)	105	0.8
CC(=O)c1cccc(NC(=O)C2CCN(S(=O)(=O)c3ccc4[nH]c(=O)ccc4c3)CC2)c1	106	-0.4
Cc1ccc(/C=C/C(=O)NC(=S)N2CCN(c3ccc(F)cc3)CC2)cc1	110	0.8
COc1ccc(N(C)C(C)=O)cc1	104	0.8
CCC(C)NC(=O)c1c(-c2c(F)cccc2Cl)noc1C (configuration not stated)	101	-0.4
O=c1c2ccccc2c(/C=N/n2cnnc2)c(O)n1-c1ccccc1	99	-0.1
NC(=O)c1ccc(NC(=O)C#Cc2ccccc2)cc1	102	-0.2
COc1cccc(CN2C(=O)N(c3ccc(C)cc3)C(=O)C2CC(=O)Nc2cc(OC)cc(OC)c2)c1 (configuration not stated)	112	1.1
CCCC1C2CC(C)CC=C2C(C#N)=C(N)C1(C#N)C#N (configuration not stated)	101	-0.2

Rewritten as labelled records: part of the list above
> Nc1cc(N)nc(Sc2ncnc3ccccc23)n1
  PV pol inh: 101
  PV pol inh FP z-score: -0.4
> NC(=O)Cn1c(=O)n(Cc2ccco2)c(=O)c2ccccc21
  PV pol inh: 103
  PV pol inh FP z-score: 0.5
> Cc1cc(N(C(=O)c2cnccn2)C(C(=O)NCc2ccccc2)c2cccs2)ccc1-n1cnnn1 (configuration not stated)
  PV pol inh: 105
  PV pol inh FP z-score: 0.8
> CC(=O)c1cccc(NC(=O)C2CCN(S(=O)(=O)c3ccc4[nH]c(=O)ccc4c3)CC2)c1
  PV pol inh: 106
  PV pol inh FP z-score: -0.4

More compounds:
structure	PV pol inh	PV pol inh FP z-score
CCOC(=O)C1CCCN(C(=O)COc2ccccc2F)C1 (configuration not stated)	104	1
Cc1ccc(C(=O)NC(C)C)cc1C	101	-0.2
COc1ccc(/C=C(\NC(=O)c2ccccc2)C(=O)N2CCN(C)CC2)cc1	105	1.1
Cc1cccc(-n2c(=O)c3c(c4cc(C)ccc4n3C)n(CC(=O)NCCC3=CCCCC3)c2=O)c1	107	-0.2
CCN(Cc1ccccc1)S(=O)(=O)c1ccc(-c2cc(C(F)(F)F)no2)s1	105	2.9
CC(C)NC(=O)Cn1cnc2c1c(=O)n(C)c(=O)n2C	100	-0.3
O=C1NC(=O)c2cc(S(=O)(=O)N(CCO)CCO)cc3cccc1c23	96	-1.8
COc1cccc(N2C(=O)C(CC(=O)Nc3ccc(F)cc3)N(CCC3=CCCCC3)C2=O)c1 (configuration not stated)	101	-0.4
COc1ccccc1C(=O)Nc1ccc(NC(=O)c2ccccc2)nc1	101	0
COc1cc(/C=C2\C(=N)N3N=C(C)SC3=NC2=O)cc(Cl)c1OCCOc1ccc(NC(C)=O)cc1	102	0.6
O=C(Cn1ccc2ccccc2c1=O)NCCC(=O)N1CCN(c2cccc(Cl)c2)CC1	102	0.4
CCN=c1scc(-c2ccc(F)cc2)n1/N=C(\C)CC(C)C	103	0.2
COC(=O)Cn1c(=S)[nH]c2ccccc2c1=O	103	-0.1
O=c1oc2cc(O)ccc2cc1-c1nnc(Nc2ccccc2F)s1	90	-1.8
Cc1ccccc1NS(=O)(=O)c1ccc2[nH]c3c(c2c1)CCCCC3	108	-0.1
Cc1cc(COC(=O)c2ccc3ncsc3c2)no1	100	-0.3
O=C(CCNC(=O)NC12CC3CC(CC(C3)C1)C2)Nc1ccc(-n2cnnn2)cc1	99	-0.6
FC(F)(F)c1cccc(N2CCN(Cc3nnc(-c4ccccc4)o3)CC2)c1	107	0.6
Cc1cc(Cl)ccc1NC(=O)CS(=O)(=O)c1cccc2nsnc12	105	-0.4
Cc1nn(-c2ccccc2)c2c1CC(C#N)(c1ccccn1)C1CCCN21 (configuration not stated)	92	-1.3
CC(=O)N1CCOc2ccc(S(=O)(=O)N3CCOc4ccccc43)cc21	99	-0.2
Cc1ccc(CNC(=O)CCSCc2cnn(-c3ccccc3)c2-n2cccc2)cc1	111	0.8
CCCn1c(=O)c2sccc2n2c(CCCC(=O)Nc3ccccc3OCC)nnc12	109	1.2
CN(C(=O)CCc1nc2ccccc2s1)c1ccccc1	103	-0.1
c1ccc(NC2=Nc3ccccc3CC2)cc1	101	0.4
O=C(OCc1ccc(Cl)cc1)c1ccccc1NCc1ccco1	106	-0.1
CCOC(=O)C(C)Sc1ncnc2c1nnn2Cc1ccc(Cl)cc1 (configuration not stated)	99	-0.7
COc1cccc(OC(=O)CSc2nnc(-c3ccc4c(c3)OCO4)o2)c1	87*	-3.3*
O=C(O)c1cccc(Nc2nc(-c3ccccn3)cs2)c1	102	-0.1
O=C(Nc1cccc(C(F)(F)F)c1)C1CCCO1 (configuration not stated)	103	0.3

(further entries)
Compound	PV pol inh	PV pol inh FP z-score
CC[N+](CC)(CC)CCOc1cccc(OCC[N+](CC)(CC)CC)c1OCC[N+](CC)(CC)CC	100	0
CC(NC(=S)NCCN1CCCCC1)c1ccccc1 (configuration not stated)	99	-0.1
COc1ccccc1-c1noc(CCCC(=O)NCc2ccco2)n1	105	-0.4
CCc1ccccc1NC(=O)CN(C)Cc1nc(N)nc(Nc2ccccc2C)n1	103	0.2
CC1C(=O)NC(=O)N1c1ccc(Cl)cc1 (configuration not stated)	106	0.5
CCSc1nnc(SCC(=O)c2ccc(OC)cc2OC)s1	104	0.9
Cc1[nH]c2ccccc2c(=O)c1CNCc1ccccc1	106	0.8
CC(C)COc1ccc(C(=S)N2CCCCC2)cc1	103	0.4
CNC(=O)C1CC(=O)N(C2CCCCCC2)C1 (configuration not stated)	103	1
CCOc1ccc(S(=O)(=O)Nc2nc3ccccc3nc2Nc2ccc(OC)cc2)cc1	109	1.2
O=S(=O)(/N=C\c1cc(Br)ccc1O)c1cccs1	97	-0.5
C=CCSc1ncc(Cl)c(C(=O)Nc2ccc(S(N)(=O)=O)cc2)n1	102	-0.1
Cc1ccc(NC(=O)C2CCN(S(=O)(=O)c3cccc4nsnc34)CC2)cc1F	111	0.5
O=S(=O)(NCc1ccc(F)cc1)c1ccc(-c2cnc(C3CC3)o2)cc1	107	0.2
O=C(Cc1ccccc1)NN1CCCCC1	100	-0.5
CCN(CC)S(=O)(=O)c1ccc(-c2cn3cccnc3n2)cc1	103	0.8
COc1cc2c(cc1OC)C(COc1cc(C)cc(C)c1)N(C(=O)c1ccc(S(=O)(=O)N3CCCC3)cc1)CC2 (configuration not stated)	112	0.8
Nc1cc(N)nc(SCC(=O)N2CCCC2c2ccc3c(c2)OCCCO3)n1 (configuration not stated)	105	0.4
CC(C)(C)C(=O)Nc1nc2ccccc2s1	100	-0.4
CCC(=O)N1c2ccccc2-c2nnc(SC)nc2OC1c1ccccc1 (configuration not stated)	103	0.4
O=C(COc1ccccc1)n1nc(-c2ccc(Cl)cc2)nc1NCc1ccco1	103	0.7
C=C1C(O)(c2ccccc2)C2CC[N+]1(C)CC2 (configuration not stated)	98	-1
COc1ccc(OC)c(NC(=O)Cc2coc3ccc(C)cc23)c1	102	-0.1
CCOc1ccc(OCC(=O)OCc2ncc(-c3ccccc3)o2)cc1	99	-0.1
CC(C)c1ccc(NC(=S)N(Cc2ccccc2)C(C)C)cc1	108	0.9
O=C1CCC(C(=O)Nc2ccc(S(=O)(=O)NCc3ccco3)cc2)=NN1	101	-0.2
COc1ccc(NC(=O)c2oc3ccccc3c2NC(=O)c2ccccc2)cc1	99	-0.5
O=C(NCCc1ccc(Cl)cc1)c1nnc(Cc2ccc(F)cc2)o1	100	-1.5
COc1ccc(C(C(=O)NCc2cccs2)N(Cc2ccco2)C(=O)Cn2nnc(-c3cccs3)n2)cc1 (configuration not stated)	101	-0.1
Cc1cccc(-n2c(SC3CCOC3=O)nnc2-c2c[nH]c3ccccc23)c1 (configuration not stated)	103	0
COC(=O)c1c(NC(=O)/C=C/c2ccc(OC)cc2)sc2c1CCC2	113	0.4
CNC(=O)/C(=C\c1ccc(Cl)cc1)NC(C)=O	103	0.2
O=C(NC(=S)OCc1ccccc1Cl)c1ccco1	101	-0.2
C=CCn1c(=O)c2c(C)c(C)sc2n2c(Nc3ccc(C(=O)OCC)cc3)nnc12	100	-0.2
O=C(CSc1ccc2nnc(CCNS(=O)(=O)c3ccccc3)n2n1)Nc1ccccc1C(F)(F)F	102	-0.6
COc1ccc(-c2cc3nc(C)c(CCC(=O)NCc4ccccc4Cl)c(C)n3n2)c(OC)c1	110	0.7
COc1ccc2c3c(ccc2c1)C(=O)CCC3	102	-0.2
CCOc1ccc(CCNC(=O)CCN2N=C(c3ccc(OC)cc3)CCC2=O)cc1OCC	104	-0.2
CC(C)(C)c1ccc(OC(=O)CCC(=O)O)cc1	99	-0.6
CCOc1ccc(CCNc2ncnc3onc(-c4ccc(Cl)cc4)c23)cc1	113	0.7
OC(c1ccccc1)c1cccc(C(F)(F)F)c1 (configuration not stated)	99	-0.2
O=C(/C=C/c1ccccc1F)CN1C(=O)c2ccccc2C1=O	101	-0.3
O=C(Nc1c2c(nn1-c1ccccc1)CSC2)C1CC(=O)N(c2ccccc2)C1 (configuration not stated)	99	-0.7
O=C(NC1CCCCC1)c1ccc2c(c1)N(Cc1ccc(Cl)cc1)C(=O)c1ccccc1S2=O (configuration not stated)	107	0.2
O=C1N(CN2CCCCC2)c2ccc(Br)cc2C12OCCO2	101	0
O=C(N[C@@H](Cc1ccccc1)C(=O)Nc1nccs1)c1cccs1	105	0.1
CC1CCCCN1C(=O)CSc1ccc2ccccc2c1 (configuration not stated)	103	0.4
CCOC(=O)c1ccc(NC(=O)c2sc3ccccc3c2Cl)cc1	111	0.8
CCOC(=O)Cn1c(=O)oc2cc(S(=O)(=O)N3CC(C)CC(C)C3)ccc21 (configuration not stated)	102	0.5
CCOc1ncccc1C(=O)Nc1cccc(Cl)c1Cl	103	0.6

Shown with values under each structure: part of the list above
Every second line gives: PV pol inh	PV pol inh FP z-score
COC(=O)c1c(NC(=O)/C=C/c2ccc(OC)cc2)sc2c1CCC2
    113	0.4
CNC(=O)/C(=C\c1ccc(Cl)cc1)NC(C)=O
    103	0.2
O=C(NC(=S)OCc1ccccc1Cl)c1ccco1
    101	-0.2
C=CCn1c(=O)c2c(C)c(C)sc2n2c(Nc3ccc(C(=O)OCC)cc3)nnc12
    100	-0.2
O=C(CSc1ccc2nnc(CCNS(=O)(=O)c3ccccc3)n2n1)Nc1ccccc1C(F)(F)F
    102	-0.6

Further structures.
Compound	PV pol inh	PV pol inh FP z-score
CC1CCN(C(=S)Nc2ccccc2)CC1	101	0.1
CCCc1c(C)[nH]c2nc3ccccc3n2c1=O	108	0.4
O=C1/C(=C/c2ccc(O)cc2)SC(=S)N1CCc1ccccc1	126	4.3
O=C(OC1CCOC1=O)c1cccc(Cl)c1Cl (configuration not stated)	103	0.7
CCOC(=O)c1cccc(NC(=O)c2sc3nc[nH]c(=O)c3c2C)c1	108	0.1
Clc1ccc(-c2csc3[n+]2CCS3)cc1	103	0.2
NC(=O)C1CCN(C(=O)c2cc(-c3ccccc3)on2)CC1	101	-0.2
COc1ccc(CNC(=O)c2cc(=O)[nH]c3ccc(S(=O)(=O)N4CCCCC4C)cc23)cc1 (configuration not stated)	100	-1.2
OC1(c2ccccc2)CCN(Cc2ccccc2)CC1	101	-0.4
Cc1cc2nc(N(Cc3cccnc3)C(=O)c3ccc(Cl)s3)sc2cc1C	111	1.1
Cc1ccc(C(F)(F)C(F)(F)c2ccccc2-c2nn[nH]n2)cc1	108	0.5
CCC(=O)Oc1ccc2c(C(F)(F)F)cc(=O)oc2c1C	96	-0.9
Cc1nn(CCC(=O)NC(C)C)c(=O)c2nn(-c3ccccc3)c(C)c12	100	-1.7
O=C(Cn1ncc2c3ccccc3n(Cc3cccc(Cl)c3)c2c1=O)NCc1cccs1	155	5.1

Only part of the results is shown; count on the stated rates, not on these rows.
